tuberculosis growth: growth inhibition of non-replicating M. tuberculosis (AID 488890); Mycobacterium tuberculosis non-replicating, growth inhibition; higher % means a stronger effect; one-dose inhibition, % at 25 µM; IC50 in µM for titrated hits; actives 0.39% (n = 320,000); in the data active means a potency from the dose series; inconclusive means inhibition mostly from about 82% at the one dose, without a potency; inactive means the rest, 99 in 100 with inhibition below about 76%;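 further: plate controls were DMSO cells for no effect and high antibiotic wells for full effect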
VEEV TC-83 Vero: inhibitors of VEEV TC-83 cytopathic effect, confirmation, Vero cells (AID 588727); Vero cells, VEEV TC-83 cytopathic effect inhibition; higher % means a stronger effect; inhibition, % at 20 µM; hits with a dose series show IC50 in µM; actives 0.13% (n = 350,000); in the data active means a potency from the dose series; inconclusive means inhibition mostly from about 14% at the one dose, without a potency; inactive means the rest, 99 in 100 with inhibition below about 12%; further: strong numbers were not always called active
Salmonella PhoP GFP: PhoP regulon inhibitors, Salmonella typhi PhoP promoter GFP reporter, confirmatory (AID 1850) | Salmonella Typhi PhoP-promoter GFP reporter, fluorescence, 4 h; higher % means a stronger effect | actives 0.33% (n = 310,000) | one-dose inhibition, % at 50 µM; IC50 in µM for titrated hits; in the data active means a potency from the dose series; inconclusive means inhibition mostly from about 25% at the one dose, without a potency; inactive means the rest, 99 in 100 with inhibition below about 19%;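 further: 0% = induced wells with vehicle and 100% = uninduced wells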
H37Rv inhibition: M. tuberculosis growth inhibition, HTS (AID 449762). actives 0.59% (n = 330,000). one-dose inhibition, % at 25 µM; IC50 in µM for titrated hits. M. tuberculosis H37Rv growth inhibition, 7H9 media; higher % means a stronger effect; in the data active means a potency from the dose series; inconclusive means inhibition above about 70% without an active follow-up result;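 further: bacterial growth assessed after seven days of incubation; strong numbers were not always called active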
influenza NS1A: H1N1 influenza NS1A inhibitors, functional cell based assay (AID 504329). NS1A functional cell-based assay, percent inhibition; higher % means a stronger effect. one-dose inhibition, % at 12.5 µM; IC50 in µM for titrated hits. actives 0.3% (n = 340,000); in the data active means a potency from the dose series; inconclusive means inhibition above about 27% without an active follow-up result; further: strong numbers were not always called active
VEEV TC-83 Vero 10K pilot screen: second read-out of VEEV TC-83 Vero, no call of its own (marks repeat the call); inhibition, %; measured here: 10K pilot screen inhibition
Numbers without * were called inactive; i = inactive; ? = inconclusive; nt = not tested or not shown.

SMILES | tuberculosis growth | VEEV TC-83 Vero | Salmonella PhoP GFP | H37Rv inhibition | influenza NS1A | others
CCc1ccc(NS(=O)(=O)c2ccc3[nH]cc(C(=O)NCC4CCCO4)c(=O)c3c2)cc1 (stereo unspecified) | 21% | 5.3% | -11% | 3% | 4% | VEEV TC-83 Vero 10K pilot screen=5.9
COc1cc(/C=C(/C#N)c2nc3ccccc3[nH]2)ccc1OCC(=O)Nc1ccccc1C(C)C | 9% | 1.4% | -7% | 70% | 11%
CC1CCN(CC2C(=O)O[C@@H]3C[C@@]4(C)CCC[C@H](C)C4=C[C@H]23)CC(C)(C)C1 (stereo partly specified) | 20% | ? | 6% | 2% | -11%
COc1ccc(C2CC(=O)n3nc(C45CC6CC(CC(C6)C4)C5)nc3S2)cc1OC (stereo unspecified) | 2% | 3.8% | -1% | -5% | -12%
Cc1nc2c3ccccc3nc(SCC(=O)c3ccc(Cl)cc3)n2n1 | 8% | 2.1% | -4% | -4% | 21%
O=C(O)CC(NC(=O)C1c2ccccc2Oc2ccccc21)c1ccc(OC2CCCC2)cc1 (stereo unspecified) | 1% | 2.2% | 6% | -9% | -4%
O=C(Nc1cccc(Cl)c1Cl)C1CCCO1 (stereo unspecified) | -8% | i | -4% | 2% | -3%
Cc1ccc(S(=O)(=O)N2CCCC(C(=O)NCCc3ccc4c(c3)OCO4)C2)cc1 (stereo unspecified) | 24% | 1.1% | -15% | 6% | 10%
O=C(Nc1cccc2ccccc12)c1ccc(Cn2cc(Cl)cn2)cc1 | 38% | 2.2% | -8% | 40% | -1%
N#CC1=C(N)OC2=C(C(=O)CC(c3ccco3)C2)C1c1ccc(OCc2c(F)cccc2Cl)cc1 (stereo unspecified) | -3% | 4.0% | 8% | -4% | 9%
CCOC(=O)c1cnn(-c2ccccc2)c1-n1cccc1C(=O)C(=O)N(C)C | 3% | 1.0% | -9% | -1% | 2%
COc1ccc(-c2cn(Cc3cccc(OC)c3)nn2)cc1 | 30% | 0.1% | 2% | -1% | -10% | VEEV TC-83 Vero 10K pilot screen=0.4
Cc1nn(C)c(C(=O)N/N=C/c2ccc(-c3ccccc3)cc2)c1Cl | 7% | 3.3% | 0% | 3% | -5%
CC(C)(C)C1CCc2sc(C(=O)NNC(=O)CCl)cc2C1 (stereo unspecified) | nt | 13% | nt | nt | -8%
C1CCN(c2nc3nonc3nc2N2CCCC2)C1 | -2% | 3.1% | 4% | 2% | -3%
CC1CCCCC1NC(=O)CCS(=O)(=O)c1cccc2nonc12 (stereo unspecified) | 9% | 2.4% | 1% | -11% | -14%
COc1ccc(OC)c(S(=O)(=O)N2CCC(C(=O)NCc3ccccc3)CC2)c1 | -4% | 5.0% | 2% | -2% | 10%
CCOc1ccc(NCc2cccn2-c2nnc(N3CCC(C(=O)NCCCN4CCCCC4)CC3)s2)cc1 | 71% | 0.6% | 5% | ? | 14%
COC(=O)C1CCN(C(=O)c2cc3c(=O)n4cccc(C)c4nc3n2Cc2ccccc2)CC1 | 4% | 2.0% | -3% | -4% | -19%
CCc1cccc(C)c1NC(=S)N(CCCN1CCN(C)CC1)Cc1cccs1 | 16% | i | 0% | -6% | -4%
CN(C)N(C(=O)c1cc(-c2cccs2)nn1-c1ccccc1)C1CCS(=O)(=O)C1 (stereo unspecified) | -13% | 5.5% | nt | -9% | -12%
Cc1ccc(NC(=O)C2C3C=CC4(O3)C2C(=O)N(CCCN2CCCC2)C4C(=O)NC2CCCCC2)cc1Cl (stereo unspecified) | 7% | 1.3% | -12% | -11% | -6%
CC(C(=O)NCc1ccccc1)N(Cc1ccccc1Cl)C(=O)c1snc(C(N)=O)c1N (stereo unspecified) | 16% | 8.1% | -6% | -1% | 4%
Cc1cc(C)c2c(=O)[nH]n(C(C)C)c2n1 | -1% | 2.5% | 4% | 8% | 7%
Cc1cnc(C(=O)OCc2cc(=O)n3c(C)cccc3n2)cn1 | -10% | i | nt | -5% | -34%

Later entries.
SMILES | tuberculosis growth | VEEV TC-83 Vero | Salmonella PhoP GFP | H37Rv inhibition | influenza NS1A | others
COc1ccc(OC)c(S(=O)(=O)Nc2ccccc2SC)c1 | 9% | 1.6% | 5% | 8% | -6%
CC(=O)O[C@@H]1[C@@]2(C)O[C@H]2CC[C@]23O[C@H]2[C@H](OC3=O)C2=C(C)C(=O)O[C@@]21O | 1% | 0.3% | 4% | -2% | -1%
COc1ccc(C(=O)Nc2ccccc2N2CCN(C(=O)C(C)C)CC2)cc1Cl | 47% | 8.7% | -1% | 32% | -17%
O=C(COc1ccc(Cl)cc1)Nc1cnn(Cc2c(Cl)cccc2Cl)c1 | -6% | 0.7% | 3% | -4% | -5%
Cc1cccc2nc(COc3ccc4ccccc4c3Br)cn12 | 9% | 1.6% | 2% | 16% | -5%
Cc1ccccc1C(=O)N1c2ccccc2OCC1C(C)(C)C (stereo unspecified) | -11% | 0.3% | -6% | 0% | -17%
Cc1ccc(C(=O)Nc2sc(C)c(C)c2C(=O)c2ccccc2)cc1 | 77% | 5.4% | -3% | ? | -9%
CC(C)(C)c1ccc(OCCCn2ccnc2)cc1 | 78% | i | 0% | ? | -9%
Cc1ccc(CNC(=O)c2ccc3c(=O)n(CC4CCCO4)c(=S)[nH]c3c2)cc1 (stereo unspecified) | -8% | i | -7% | -1% | 22%
O=c1cc(CCl)nc2sc3ccccc3n12 | 57% | 13% | 8% | ? | -3%
CC(C)C[C@H](NC(=O)N1CCn2c1nc1ccccc12)C(=O)NCCc1ccccc1 | 43% | 3.7% | 7% | 2% | 0%
CC(=O)c1ccc(-n2c(=O)[nH]c(=O)c3c(N)c(C(=O)c4ccc(Cl)cc4)sc32)cc1 | -1% | 6.7% | 9% | 6% | -6%
O=C(c1ccc2c(c1)OCCO2)C1CCN(S(=O)(=O)c2ccccc2F)CC1 | 16% | i | 4% | 6% | 8%
Cc1ccc([C@H]2C(C(=O)O)=C[C@@H](CC3CCCC3)N2S(=O)(=O)c2ccc(C)cc2)cc1 | 66% | i | nt | 3% | -6%
CCCOc1ccccc1C1CC(=O)NC2=C1C(=O)CCC2 (stereo unspecified) | -19% | 9.4% | 8% | 9% | -4%
COc1ccc(-c2nnc(NC(=O)c3cccs3)s2)c(OC)c1 | 2% | i | 1% | 8% | -1%
CCCCOC(=O)c1cccnc1 | -3% | 0.6% | -7% | -7% | -3%
COC(=O)c1cccc(CN2C(=O)SC(Nc3ccc(C)cc3)C2=O)c1 (stereo unspecified) | 3% | i | 12% | -1% | -15%
Cc1c(C(=O)NCc2ccccn2)sc2nc(-c3ccccc3)cn12 | 8% | 8.5% | -1% | 0% | 26%
CCOc1ccc(-n2cnnn2)cc1S(=O)(=O)Nc1c(C)cccc1C | 3% | i | 11% | -5% | 0%
Cc1cc(Br)c(NC(=O)CCNC(=O)OCc2ccccc2)cc1C | 17% | 2.7% | -4% | 3% | -4%
COc1ccc(S(=O)(=O)N2CCN(C(=O)c3ccc([N+](=O)[O-])o3)CC2)cc1 | ? | 1.4% | -1% | ? | 7%
COc1ccc(CC[n+]2cc(/N=C(\C)[O-])on2)cc1OC | 2% | 1.7% | 11% | -13% | 0%
COc1ccc(OC)c(C(=O)c2nc3c(n2O)CCCCC3)c1 | 7% | 2.6% | 23% | -7% | 8% | VEEV TC-83 Vero 10K pilot screen=0.4
CC(Oc1ccc(Cl)cc1Cl)C(=O)NCCCCc1ccccc1 (stereo unspecified) | 76% | i | -3% | 30% | -5% | VEEV TC-83 Vero 10K pilot screen=1.0

The last three compounds of the section before lead into the next:
SMILES | tuberculosis growth | VEEV TC-83 Vero | Salmonella PhoP GFP | H37Rv inhibition | influenza NS1A | others
COc1ccc(CC[n+]2cc(/N=C(\C)[O-])on2)cc1OC | 2% | 1.7% | 11% | -13% | 0%
COc1ccc(OC)c(C(=O)c2nc3c(n2O)CCCCC3)c1 | 7% | 2.6% | 23% | -7% | 8% | VEEV TC-83 Vero 10K pilot screen=0.4
CC(Oc1ccc(Cl)cc1Cl)C(=O)NCCCCc1ccccc1 (stereo unspecified) | 76% | i | -3% | 30% | -5% | VEEV TC-83 Vero 10K pilot screen=1.0
O=c1c2c(n3nnnc3n1-c1ccccc1)-c1ccccc1CC21CCCC1 | -5% | 0.0% | -7% | -4% | -5%
O=C(CCCl)N(Cc1nc2ccccc2c(=O)[nH]1)Cc1cccs1 | -1% | 1.5% | -1% | 13% | 2%
Cc1ccc2c(c1)N(CC(=O)OC(CC(C)C)C(=O)NC1CCCC1)C(=O)CO2 (stereo unspecified) | 8% | i | 2% | 1% | -2%
O=c1cc(-c2ccncc2)oc2c1ccc1ccccc12 | i | 5.3% | -2% | ? | 11%
NCCCC[C@H]1NC(=O)[C@H](CCC(=O)O)NC(=O)c2cc([N+](=O)[O-])cc(I)c2OCC[C@@H](C(N)=O)NC1=O | -7% | nt | -6% | -8% | nt
COC(=O)c1cc(C(=O)c2cc(Cl)ccc2O)coc1=N | nt | 1.7% | -3% | 1% | 8%
COc1ccc(Nc2ccc(C(=O)O)cc2[N+](=O)[O-])cc1 | 0% | 0.3% | -7% | 3% | 3%
COc1ccc(C(=O)N(C)C2CCCN(Cc3ccccc3F)C2)cc1OC (stereo unspecified) | -10% | 1.5% | 1% | 5% | -7%
COc1ccc(CCN2C(=O)c3ccncc3C2=O)cc1OC | 4% | 0.9% | -2% | 4% | -5%
O=C(c1ccccc1)N1CCN(Cc2ccc3c(c2)OCO3)CC1 | 0% | i | 2% | 0% | 21%
Cc1ccc(C)c(NC(=O)CCC(=O)NNC(=O)COc2cc(C)ccc2C)c1 | -17% | 1.1% | -7% | -1% | -4%
Cc1ccc(NC(=O)c2ccc(Oc3ncccn3)cc2)cc1 | 10% | 0.1% | 4% | 0% | -10%
O=C(CCCCn1c(=O)[nH]c2ccccc2c1=O)N1CCN(c2cccc(C(F)(F)F)c2)CC1 | 44% | 4.7% | 6% | ? | -3%
CCN(CC(=O)Nc1c(F)cccc1F)C(=O)CSCc1c(C)noc1C | -20% | 1.2% | 0% | -4% | -13%
CCc1ccc(CNC(=O)C(=O)NCC2CCCO2)cc1 (stereo unspecified) | 0% | 1.7% | -1% | -1% | -4%
Cc1cccc(N2C(=O)CC(N3CCN(c4ccccc4)CC3)C2=O)c1 (stereo unspecified) | 23% | 1.1% | -7% | -12% | -1%
Cc1nc2sc3c(c2c(=O)[nH]1)CCC3 | 2% | 0.6% | -8% | 2% | -6%
COc1ccccc1OCCNC(=O)c1cc([N+](=O)[O-])cc([N+](=O)[O-])c1 | 98% | i | 11% | ? | -8%
O=C(NCc1ccc(Cl)cc1Cl)C1CC(=O)N(Cc2ccccc2)C1 (stereo unspecified) | 12% | 2.5% | 2% | -2% | -7%
COc1cccc(-c2sc3ccc(OC)cc3c2-c2ccc(OCCN3CCCC3)cc2)c1 | nt | i | nt | nt | 3%
Cn1ncc2c(Nc3ccc(Cl)c(Cl)c3)ncnc21 | 26% | 2.2% | 1% | 0% | -2%
CN1CCC(OC(=O)c2ccco2)CC1 | 3% | 0.7% | 6% | 3% | -6%
O=C(Nc1ccc2c(c1)OCO2)c1ccc(Cl)cc1Cl | 17% | 2.0% | -4% | 61% | -4%
CCO/N=C(/C)c1c(O)cc(-c2ccccc2)n(-c2ccccc2)c1=O | 15% | 0.4% | -6% | 11% | -4%
Cc1ccccc1N(C(=O)c1snc(C(N)=O)c1N)C(C(=O)NCc1ccccc1)c1ccc(O)cc1 (stereo unspecified) | 6% | 11% | 2% | 2% | 7%
Cc1cc(/C=C2\SC(=S)N(C)C2=O)c(C)n1-c1ccc(O)cc1 | 18% | 6.2% | -1% | 8% | -3%
C[C@H](CO)N1C[C@H](C)[C@@H](CN(C)Cc2ccccc2)Oc2c(NS(=O)(=O)c3ccc(F)cc3)cccc2C1=O | -16% | 1.7% | nt | 8% | -5%
CC(C)CCSc1nnc(Cn2c(=O)sc3ccccc32)n1C | 6% | 0.4% | -8% | -1% | -2%
CCN(CC(=O)Nc1ccccc1C(F)(F)F)C(=O)/C=C/c1ccc(Cl)c([N+](=O)[O-])c1 | -9% | 1.2% | 1% | 1% | -7%

Part of the list above in order of formula weight, descending.
SMILES | tuberculosis growth | VEEV TC-83 Vero | Salmonella PhoP GFP | H37Rv inhibition | influenza NS1A | others
Cc1ccccc1N(C(=O)c1snc(C(N)=O)c1N)C(C(=O)NCc1ccccc1)c1ccc(O)cc1 (stereo unspecified) | 6% | 11% | 2% | 2% | 7%
O=C(CCCl)N(Cc1nc2ccccc2c(=O)[nH]1)Cc1cccs1 | -1% | 1.5% | -1% | 13% | 2%
Cc1ccc(C(=O)Nc2sc(C)c(C)c2C(=O)c2ccccc2)cc1 | 77% | 5.4% | -3% | ? | -9%
